TTR transcr act – TTR transcription activation, primary screen; SH-SY5Y TTR promoter Gaussia luciferase, luminescence; 100% = recombinant luciferase protein wells; activation, % at 16.7 µM; 92,000 tested, 1.3% active; AID 1117267;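 active = activation above the mean of all tested compounds plus 3 SD, cut at about 9.5% in these data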;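 note: cells exposed to compounds for one day before reading; 0% = median of all test compound wells on the plate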
An asterisk follows results filed as active.

SMILES | TTR transcr act
Cc1c(NC(=S)NC(=O)c2ccco2)c(=O)n(-c2ccccc2)n1C | 1.5
COc1ccc(NC(=O)CCCC(=O)NCCc2ccc(OC)c(OC)c2)cc1 | 1.3
COc1ccc(Cn2c(-c3ccc(Cl)cc3)c[n+]3ccccc23)cc1 | -3.4
Cn1c(-c2ccccc2)c[n+]2c1-c1ccccc1C2 | 1.9
CCC(=O)N/N=C(\C)CC(=O)Nc1ccccc1-c1ccccc1 | 0.5
COc1ccc(-n2nc(C(=O)NCC(=O)N3CCN(c4ccc(F)cc4)CC3)c3ccccc3c2=O)c(OC)c1 | 1.4
Cn1ccnc1C(=O)c1ccccc1Cl | 2.2
Cc1ccc(OCC(=O)Nn2c(C)nc3ccccc3c2=O)c(C(C)C)c1 | -1.0
O=C(Nc1ccc(Cl)cc1)Nc1nnc(SCc2ccc(Cl)cc2)s1 | 1.3
CC(=O)c1ccc(NS(=O)(=O)Cc2ccc(Cl)cc2)cc1 | -1.2
COc1ccc(C)cc1NC(=O)C(=O)NNC(=O)COc1ccc(Cl)cc1 | 1.6
Cc1cc(NC(=O)c2cc(-c3ccc(C)s3)nc3ccccc23)no1 | -0.3
O=C(C1CCCCC1)N1CCN=C1SCc1cccc([N+](=O)[O-])c1 | 0.2
O=C1Nc2ccccc2C1(O)Cc1ccncc1 (stereo not given) | -2.5
Cc1cc2c(c(=O)o1)C(CCC1CCCCC1)C(C#N)=C(N)O2 (stereo not given) | -1.5
Cc1nn(-c2ccccc2)c(Cl)c1C(=O)OCC(=O)NCCc1ccccc1 | 0.9
Cc1cccnc1NC(=O)/C=C/c1ccc2c(c1)OCO2 | 5.0
Cc1cc(C)cc(NC(=O)c2cc(S(=O)(=O)NCc3ccco3)ccc2F)c1 | -1.8
O=C(O)CCC(=O)NCc1ccc(F)cc1 | 0.3
Cc1ccc(-c2nc(C(Cl)Cl)c3ccccc3n2)cc1 | 8.1
O=S(=O)([N-]c1nc2ccccc2nc1-[n+]1ccc(Cc2ccccc2)cc1)c1ccc(Br)s1 | -3.9
CCN(CC)S(=O)(=O)c1cccc(C(=O)NC(Cc2c[nH]c3ccccc23)c2nnc3n2CCCCC3)c1 (stereo not given) | -0.5
O=C(CSc1nncn1-c1ccccc1)NC1CCCc2ccccc21 (stereo not given) | 4.4
CN(C(=O)c1cccc(NC(=O)Cc2cccc([N+](=O)[O-])c2)c1)C1CCCC1 | 1.9
Cc1ccc2[nH]c(=O)c(CN(CCc3ccccc3)C(=O)N3CCOCC3)cc2c1 | 3.7
O=S(=O)(c1ccc2ccccc2c1)N1CCN(C2Cc3ccccc3C2)CC1 | 3.9
Cc1ccc(Nc2ncnc3c2cnn3C)cc1 | 0.3
COc1cc(C(=O)Nc2cc3c(cc2N2CCCCC2)n(C)c(=O)n3C)cc(OC)c1OC | 2.2
O=C1NCC(c2ccccc2)(c2ccccc2)C(=O)N1 | -1.0
Clc1ccc(Cl)c(-c2nn3c(COc4ccccc4)nnc3s2)c1 | 0.6
Cc1ccc2nc(NC(=O)c3cc(-c4ccco4)nc4ccccc34)sc2c1 | 0.0
C/C(=N\NC(=O)c1cccs1)c1ccc(C(=O)O)s1 | 0.9
O=C(Cc1ccc(Cl)cc1Cl)NCC1(N2CCOCC2)CCCCC1 | 1.6
CCCCCCc1c(O)nc(SCCN2CCOCC2)[nH]c1=O | -1.8
CCOC(=O)C1=CC[C@@H](c2ccccc2Cl)N(S(=O)(=O)c2ccc(C)cc2)[C@H]1C(=O)OCC | -4.2
CCCS(=O)(=O)c1c(S(=O)(=O)CCC)c2ccc(C(N)=O)cn2c1C(=O)OC | 0.9
CCC1CCCCN1C(=O)CSC1=NN2CCCC(=O)N=C2S1 (stereo not given) | -1.4
CCc1cccc(C)c1NS(=O)(=O)Cc1ccccc1 | 0.2
CC/C(O)=C1\C(=O)CCCC1=NCCc1c(C)[nH]c2ccc(C)cc12 | -1.1
C=CCn1c(=N)n(CC(O)COc2ccc(OC)cc2)c2ccccc21 (stereo not given) | -0.4
CC1(C)CCc2cc(S(=O)(=O)N3CCN(S(=O)(=O)c4c(F)cccc4F)CC3)ccc2O1 | -0.5
COc1ccccc1-n1c(-c2ccccc2)n[nH]c1=S | -0.3
CCN(CC)CC#CC(C)(C)OC(C)=O | -1.6
COc1ccc(Cn2nnnc2CN(Cc2cc3cc(C)ccc3[nH]c2=O)C2CCCC2)cc1 | -1.0
O=C(Cc1sc(-c2ccccc2Cl)nc1-c1ccccc1)Nc1ccc(F)cc1 | -1.1
COc1cc(/C=N/N2CCOCC2)ccc1OC(=O)c1ccco1 | -1.3
CC(=O)NC(CCCNC(=S)NC1CCCCC1)C(=O)O (stereo not given) | 1.0
CC(C)C1C(c2ccccc2)NC(c2ccccc2)CC1(O)c1ccc(F)cc1 (stereo not given) | -2.2
COc1ccc(OC)c(-n2c(=O)c3ccccc3c3ccccc3c2=O)c1 | -0.2
O=C(NCc1ccc(N2CCCC2=O)cc1)NC1CCCCC1 | -4.3
Cc1c(C#N)c(N=CN(C)C)c(C(=O)c2ccccc2)n1-c1ccccc1 | -1.0
CCOc1ccc(-c2nnc(-c3cccs3)o2)cc1 | -1.8
O=C(NC(=S)NCC1CCCO1)C(c1ccccc1)c1ccccc1 (stereo not given) | -1.1
O=C(COc1ccc2ccccc2c1)N1CCNCC1 | -0.8
COc1ccc(SN=C2C(C)=CC(=O)C=C2C)cc1 | 0.3
Nc1n[nH]c(=S)n1-c1ccc(Cl)cc1 | -0.2
CC1CCN(C2(O)C(=O)Nc3ccc(Cl)cc32)CC1 (stereo not given) | 0.6
CO/N=C(\Cn1ncc(N2CCCC2)c(Cl)c1=O)c1ccc(Cl)cc1 | 2.4
Cc1ccc(C)c(-c2csc(-c3cccnc3)n2)c1 | 2.4
CSCC[C@H](NC(=O)[C@@H]1Cc2ccccc2CN1)C(=O)NC(C)c1ccccc1 (stereo not given in full) | -0.9

The results go on:
SMILES | TTR transcr act
CCOC(=O)C1=C(CC)OC(N)=C(C#N)C1c1ccc(OC)c(OC)c1OC (stereo not given) | 1.0
Cc1cccc(/C=C/c2onc(C)c2[N+](=O)[O-])n1 | -5.2
O=C(Cc1cccc(NC(=O)C2CCN(C(=O)c3ccccc3)CC2)c1)Nc1cccc(C(=O)N2CCCCC2)c1 | -1.0
CCC(=O)Nc1cccc(-n2nnnc2SCC(=O)N2CCCCC2)c1 | -0.9
CCC(NC(=O)NNC(=O)c1ccncc1)(C(F)(F)F)C(F)(F)F | -2.0
C=CCn1c(C)cc(C(=O)CSc2nc(N)cc(N)n2)c1C | 1.9
CC(C(=O)OCC(=O)c1ccc(Br)cc1)N1C(=O)C2C3CCC(C3)C2C1=O (stereo not given) | 2.8
COc1ccccc1NC1=NC2(CCCC2)N=C(N)N1 | -1.4
CC/C(=C\C(=O)c1cccnc1)Nc1ccc(C)c(C)c1 | -2.6
O=C1NC(=O)c2cc(NC(=O)C3COc4ccccc4O3)ccc21 (stereo not given) | 1.0
C=CCSc1nnc(NC(=O)COc2ccc3ccccc3c2)s1 | -0.9
O=C(O)c1ccc(CNCc2cc(Cl)ccc2O)cc1 | -0.4
O=C(Nc1ccc2c(c1)OCCO2)C1CCC1 | 1.2
O=C(CSc1nnc(-c2ccco2)o1)NC1CC2CCC1C2 (stereo not given) | -1.2
CC(C)[C@H](NC(N)=O)C(=O)NCCc1ccc(Cl)cc1 | 0.2
Cc1csc(NC(=O)c2cc(-c3ccccc3)nc3ccccc23)n1 | -0.8
CSc1ccccc1NC(=O)c1cnc2n(c1=O)CCS2 | 0.1
CCN1CCN(c2cc(-c3ccccc3)nc3cc(-c4cccc(F)c4)nn23)CC1 | 7.4
CCc1cccc2c(C#N)cn(CCOc3ccccc3OC)c12 | -1.7
O=C(NCCNC(=O)C1CC2CCC1C2)C1CC2CCC1C2 (stereo not given) | 5.0
COc1cc2ccccc2cc1C(=O)Nc1ccc(N2CCN(C)CC2)cc1 | 1.6
Cn1c(=O)c2c(nc(SCc3ccccc3F)n2C)n(C)c1=O | 0.0
NC(=O)CN1C(=O)/C(=c2\sc3nc(=O)c(Cc4ccccc4)nn3c2=O)c2ccccc21 | 1.4
CN(C)c1nc(Nc2ccccc2)nc(Oc2ccc(=O)[nH]n2)n1 | 0.5
Nc1[nH]c(C(=O)c2ccccc2)c(-c2ccccn2)c1C(=O)c1c[nH]c2ccc(Br)cc12 | 1.4
O=C(NCc1ccco1)C1CCCN1C(=O)Nc1ccccc1Cl (stereo not given) | -1.4
O=c1ccnc(SCn2nnc3ccccc3c2=O)[nH]1 | -1.6
O=c1[nH]c(SCc2ccc(F)cc2)nc2c1cnn2-c1ccc(F)cc1 | 1.2
CCN1C(=O)[C@@H]2[C@@H](c3ccc(-c4ccc(Cl)c(Cl)c4)cc3)N3CCC[C@@]3(C(=O)OC)[C@@H]2C1=O | 0.1
Cc1ccc(CN2CCCCC(NC(=O)Nc3cccc(F)c3)C2=O)cc1 (stereo not given) | 6.6
O=C(Nc1nnc(S(=O)(=O)N2CCCC2)s1)c1ccccc1Br | -1.1
COc1cccc(N(C)C(=O)[C@@H](C2CC2)[C@@H](O)c2ccc(C(C)=O)cc2)c1 | 4.5
CC1CCCCN1CCCNC(=O)c1ccc2nc(N3CCCCC3)sc2c1 (stereo not given) | 1.2
CC(C)N(C(=S)Nc1cccc(C(F)(F)F)c1)C(C)c1ccccn1 (stereo not given) | -1.0
CN(C)NC(=S)NC(=O)C12CC3CC(CC(C3)C1)C2 | 0.6
CCOc1ccc(C2c3[nH]c4ccccc4c3CCN2Cc2cccn2-c2ncccn2)cc1 (stereo not given) | -1.1

In the list so far, these have a CF3 group.
SMILES | TTR transcr act
CCC(NC(=O)NNC(=O)c1ccncc1)(C(F)(F)F)C(F)(F)F | -2.0
CC(C)N(C(=S)Nc1cccc(C(F)(F)F)c1)C(C)c1ccccn1 (stereo not given) | -1.0

Filtered by structure: those above with a cyano group.
SMILES | TTR transcr act
Cc1cc2c(c(=O)o1)C(CCC1CCCCC1)C(C#N)=C(N)O2 (stereo not given) | -1.5
Cc1c(C#N)c(N=CN(C)C)c(C(=O)c2ccccc2)n1-c1ccccc1 | -1.0
CCOC(=O)C1=C(CC)OC(N)=C(C#N)C1c1ccc(OC)c(OC)c1OC (stereo not given) | 1.0
CCc1cccc2c(C#N)cn(CCOc3ccccc3OC)c12 | -1.7

Next compounds
SMILES | TTR transcr act
COc1ccc([C@H]2C[C@H](n3cc(COC(=O)c4ccccc4)nn3)[C@@H](O)CN2C(=O)c2cccs2)cc1 | -1.2
Cn1ccc2c(-c3cccc4ccccc34)cc3c(c21)C1CCC3C1 (stereo not given) | -0.6
CCc1c(C)sc(NC(=O)c2ccco2)c1C(=O)N1CCCCC1 | 0.2
O=C1CCN(S(=O)(=O)c2ccccc2)CCN1CCOCc1cccc(F)c1 | 2.0
C=C(C)Cn1c(C2CC(=O)N(Cc3ccccc3)C2)nc2ccccc21 (stereo not given) | 0.0
CN(C)c1ccc(CNC(=O)CN(C)S(=O)(=O)c2ccc3c(c2)c(=O)n(C)c(=O)n3C)cc1 | 7.2
Nc1nc(SCc2ccc(F)cc2)ns1 | -0.8
COc1ccc(N2CCN(C(=O)C(NC(=O)c3c(F)cccc3F)C(C)C)CC2)cc1 (stereo not given) | -0.8
CCCCCCN1C(=O)C(O)=C(C(C)=O)C1c1ccc(Cl)cc1 (stereo not given) | 0.3
CC(C)CN(CCNC(=O)CN1N=C(c2ccc(Cl)cc2)CCC1=O)CC(C)C | 0.4
CN(C)c1ccc(NC(=O)CN2C3CCCC2CC(NC(=O)c2ccccc2)C3)cc1 (stereo not given) | -2.3
COc1ccccc1N1CCN(C2CCN(C(=O)c3cccc(F)c3)CC2)CC1 | 0.8

Some of these compounds in order of SMILES length, smallest number first:
SMILES | TTR transcr act
Nc1nc(SCc2ccc(F)cc2)ns1 | -0.8
CCc1c(C)sc(NC(=O)c2ccco2)c1C(=O)N1CCCCC1 | 0.2
CCCCCCN1C(=O)C(O)=C(C(C)=O)C1c1ccc(Cl)cc1 (stereo not given) | 0.3
O=C1CCN(S(=O)(=O)c2ccccc2)CCN1CCOCc1cccc(F)c1 | 2.0
CN(C)c1ccc(NC(=O)CN2C3CCCC2CC(NC(=O)c2ccccc2)C3)cc1 (stereo not given) | -2.3
COc1ccc(N2CCN(C(=O)C(NC(=O)c3c(F)cccc3F)C(C)C)CC2)cc1 (stereo not given) | -0.8
CN(C)c1ccc(CNC(=O)CN(C)S(=O)(=O)c2ccc3c(c2)c(=O)n(C)c(=O)n3C)cc1 | 7.2

Next records.
SMILES | TTR transcr act
Cc1cc2cc(C(c3nnnn3C3CCCC3)N(Cc3cccnc3)Cc3ccco3)c(=O)[nH]c2cc1C (stereo not given) | -0.2
CC12COC3(C(=O)N4CCN(c5ccccn5)CC4)CC1CCC32C (stereo not given) | 0.9
O=P(NC1CCCCC1)(c1ccccc1)c1ccccc1 | -0.9
COc1cc(/C=N/NC(=O)CCn2c3ccccc3c3ccccc32)cc(OC)c1OC | -0.4
O=S(=O)(Nc1ccc2c(c1)OCO2)c1cccs1 | -0.4
O=C(c1ccc(Cl)cc1)N1N=C(c2ccccn2)CC1(O)C(F)(F)F (stereo not given) | -3.2
COc1cc(CN2CCSCC2)c([N+](=O)[O-])cc1OC | -0.6
O=S(=O)(c1ccc(NCCOc2ccccc2)nc1)N1CCCC1 | -6.0
COc1cccc(-c2nn(-c3ccccc3)cc2C(=O)OCC(=O)Nc2ncc(Cl)cc2Cl)c1 | 2.9
COc1ccc(-c2c(C)c3ccc(O)cc3oc2=O)cc1 | -1.1
COc1ccccc1N1CCN(CCCCOc2ccc(C)cc2C)CC1 | -1.0
COC(=O)COc1c(/C=C\c2nc(O)c([N+](=O)[O-])c(=O)[nH]2)cccc1OC | 3.4
O=C(NCc1ccco1)c1cc(-c2ccccc2)c(N2CCOCC2)s1 | -2.9
COC(=O)c1onc(-c2c(Cl)cccc2Cl)c1C(=O)OC | -2.2
COc1cccc(CNC(=O)c2ccc(C3SCCS3)cc2)c1 | 3.3
C=CCC[C@@H](Cc1ccc(F)cc1)C(=O)OCCNC(=O)[C@H](CC=C)CC(=O)NCCO | 1.8
O=C(NCCc1ccc(F)cc1)c1ccc(Cl)c(S(=O)(=O)N2CCOCC2)c1 | -2.9
Cn1c(=O)oc2cc(S(=O)(=O)N3CCCCC3)ccc21 | -0.7
CC(C)CN1C(=O)c2ccc(NC(=O)Cc3ccccc3)cc2C1=O | 2.2

Screening data as filed in PubChem.

Some of the compounds tested (hit frequency here may not be typical).
